# APE1 inh = inhibitors of human APE1 endonuclease | Potency, µM (series often up to 65.8 µM), for inactives: top-dose activity change, negative = inhibition, actives largely listed as inhibitors | P27695 | recombinant APE1, TAMRA/BHQ-2 abasic DNA cleavage fluorescence | 0.35% of 350,000 active;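 further: potency means the concentration at half of the fitted maximal effect; plate controls were vehicle for no effect and reference inhibitor for full effect; nearly all actives have a fitted effect of over 55% in size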
# Target sequence (P27695 whole entry, looked up): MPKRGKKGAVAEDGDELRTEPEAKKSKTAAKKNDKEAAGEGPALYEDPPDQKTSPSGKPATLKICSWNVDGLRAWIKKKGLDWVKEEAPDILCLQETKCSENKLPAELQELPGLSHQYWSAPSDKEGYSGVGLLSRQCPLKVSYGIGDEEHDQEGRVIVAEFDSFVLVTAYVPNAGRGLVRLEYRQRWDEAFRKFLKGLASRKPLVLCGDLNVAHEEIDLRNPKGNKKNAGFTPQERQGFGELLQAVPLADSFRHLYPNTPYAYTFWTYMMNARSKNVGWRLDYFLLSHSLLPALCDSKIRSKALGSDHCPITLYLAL
#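 Incision of a quenched TAMRA/BHQ-2 THF abasic-site duplex (50 nM) by 0.75 nM APE1, after 15 min compound preincubation, measured as fluorescence increase over three 60 s reads. Values normalized to buffer, DMSO and NSC13755 control wells.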
# POLB inh = blocks human DNA polymerase beta activity. Potency, µM (top dose mostly 114 µM), inactives show top-dose activity change, negative = inhibition, actives largely listed as inhibitors. Pol beta primer extension/strand displacement, fluorescence kinetic. P06746. 1.3% of 340,000 active; further: potency means the concentration at half of the fitted maximal effect; on the % scale 0 is the no-effect control and ±100 the full control effect
#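 Values derive from four-parameter Hill fits of normalized kinetic data: reads at 0 and 10 min following addition of 50 nM substrate to 10 nM Pol beta preincubated 15 min with compound.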
# Pol kappa inh = blocks human DNA polymerase kappa activity | Q9UBT6 | purified Pol kappa, fluorescent DNA synthesis assay, 10 min | Potency, µM (series often up to 107 µM), without a hit: at the highest dose activity, negative = inhibition, hits mostly inhibitors | 0.53% of 400,000 active; further: potency means the concentration at half of the fitted maximal effect; on the % scale 0 is the no-effect control and ±100 the full control effect
#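 50 nM final substrate added after 15 min RT preincubation of 10 nM Pol kappa with compound; fluorescence read at 0 and 10 min.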
# POLH inh = blocks human DNA polymerase eta activity; Q9Y253; recombinant Pol eta, fluorescent DNA replication assay; Potency, µM (top dose mostly 114 µM), for inactives: at the top dose activity change, negative = inhibition, actives largely listed as inhibitors; 1.2% of 390,000 active; further: potency means the concentration at half of the fitted maximal effect; on the % scale 0 is the no-effect control and ±100 the full control effect
#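 Pol eta at 10 nM preincubated with compounds 15 min at room temperature; reaction started with fluorescent substrate (50 nM final) and read kinetically at 0 and 10 min.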
# PGK inhibitor = inhibitors of T. brucei phosphoglycerate kinase. P07378. PGK/GAPDH coupled, Kinase-Glo luminescence, 60 min. Potency, µM (titrated, usually from 57.5 µM), without a hit: at the highest dose activity change, negative = inhibition, actives largely listed as inhibitors. 0.043% of 380,000 active. AID 602233; further: potency means the concentration at half of the fitted maximal effect; on the % scale 0 is the no-effect control and ±100 the full control effect; nearly all actives have a fitted effect of over 60% in size
# Target sequence (P07378 whole entry, looked up): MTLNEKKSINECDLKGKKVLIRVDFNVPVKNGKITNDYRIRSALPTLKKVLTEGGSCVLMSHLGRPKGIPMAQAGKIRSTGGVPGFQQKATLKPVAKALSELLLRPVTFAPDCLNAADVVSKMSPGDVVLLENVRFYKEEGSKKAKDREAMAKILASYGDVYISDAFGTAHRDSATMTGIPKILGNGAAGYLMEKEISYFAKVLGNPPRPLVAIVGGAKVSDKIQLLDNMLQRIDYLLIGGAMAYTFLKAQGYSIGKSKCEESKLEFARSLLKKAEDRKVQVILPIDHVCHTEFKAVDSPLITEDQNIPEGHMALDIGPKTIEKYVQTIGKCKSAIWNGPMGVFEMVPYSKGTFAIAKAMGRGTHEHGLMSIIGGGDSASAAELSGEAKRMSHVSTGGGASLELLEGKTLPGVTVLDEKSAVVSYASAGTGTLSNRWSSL
#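 Recombinant glycosomal PGK reaction used 1,3-bisphosphoglycerate generated in-well by GAPDH (100nM final) in 100mM TEA pH 7.6, 5mM MgCl2, 0.01% Tween-20. After 60 minutes at room temperature, ATP was read by Kinase-Glo Plus luminescence end-point.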
# POLI inh = DNA polymerase iota (human) inhibition | Pol iota fluorescent replication assay, 10 min | Potency, µM (titrated, usually from 115 µM), for the others: at the highest dose activity, negative = inhibition, hits mostly inhibitors | 1% of 390,000 active; further: potency means the concentration at half of the fitted maximal effect
#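 Fluorescent replication assay read twice, at 0 min and 10 min after adding 50 nM (final) substrate. Enzyme (10 nM) and compounds were first incubated 15 min at room temperature; enzyme-free buffer wells were negative controls.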
# Apoferritin bind = candidate novel general anesthetic via apoferritin binding; P02791; apoferritin/1-aminoanthracene competitive binding, fluorescence; Potency, µM (highest dose often 77.5 µM), for inactives: top-dose activity change, negative = displacement, most hits filed as inhibitors; 0.074% of 350,000 active; AID 485281; further: potency means the concentration at half of the fitted maximal effect; on the % scale 0 is the no-effect control and ±100 the full control effect; nearly all actives have a fitted effect of over 20% in size
# Target sequence (P02791 2-175 limits assumed): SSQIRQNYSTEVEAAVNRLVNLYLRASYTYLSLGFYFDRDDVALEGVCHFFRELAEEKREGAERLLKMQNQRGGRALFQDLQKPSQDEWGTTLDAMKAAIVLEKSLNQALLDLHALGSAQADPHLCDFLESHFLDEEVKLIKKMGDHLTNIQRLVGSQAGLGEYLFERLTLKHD
#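 Probe: 1-aminoanthracene (50% saturated, PBS). Protein: horse-spleen apoferritin, 10 uM. Incubation: 10 min, room temperature. Detection: 380 nm excitation, 535 nm emission. Analysis: normalized response, four-parameter Hill.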
# BLM helicase inh = Bloom syndrome helicase (human) inhibition | P54132 | recombinant BLM DNA unwinding, fluorescence dequenching | Potency, µM (series often up to 56.1 µM), for inactives: top-dose activity change, negative = inhibition, most hits filed as inhibitors | 0.2% of 350,000 active;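 further: potency means the concentration at half of the fitted maximal effect; plate controls were vehicle for no effect and no enzyme for full effect; nearly all actives have a fitted effect of over 35% in size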
# RXFP1 antag = blocks the human relaxin receptor RXFP1. Q9HBX9. HEK293-RXFP1, relaxin-stimulated cAMP HTRF, 30 min; active compounds read low. activity change, negative = inhibition, % at 57.5 µM. 0.59% of 350,000 active;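 active means activity change of -60% or lower, but not beyond a set lower limit; inconclusive means change between -60% and -40%, or beyond the set limit; inactive means change above -40%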; further: on the % scale 0 is the no-effect control and ±100 the full control effect
# Numbers without * were called inactive; i = inactive; u = inconclusive; x = no result given; & = joins results of further samples; [ ] = dose if it differs, or a comment. Unless noted, the call rests on the fitted dose curve; in most records, active means well fitted curve in the direction sought with a large enough effect; inconclusive means small, poorly fitted or top-dose-only effect, or another doubt; inactive means no such curve, though single readings can be large; an effect the other way counts as inactive or inconclusive. This is a subset, so the mix of outcomes need not match the whole.
1: c1cc(C2OCCN2CC2COC3(CCCC3)O2)ccn1 (stereo not given)
2: O=C(COC(=O)c1cc(=O)[nH]c2ccccc12)c1ccccc1
3: COc1ccc(C(CC(=O)O)NC(C)=O)cc1OC (stereo not given)
4: COc1ccc([N+](=O)[O-])c(OC)c1C(=O)NC(=O)Nc1c(F)cc(F)cc1F
5: CC1=CC(C)(C)N(S(=O)(=O)c2ccc(C)cc2)c2ccccc21
6: NS(=O)(=O)c1ccc(CCNC(=O)C2CC(=O)N(Cc3ccccc3Cl)C2)cc1 (stereo not given)
compound no. | 1 | 2 | 3 | 4 | 5 | 6
APE1 inh | 14% | 2% | 0% | 2% | u | 26%
POLB inh | 15% | 1% | -1% | -22% | 2% | x
Pol kappa inh | -4% | -5% | -17% | 7% | -16%&-21% | -13%
POLH inh | -9% | -19% | -9% | -14% | -19% | -21%
PGK inhibitor | i | 0% | -3% | -3% | -10%[11.5 µM] | -9%
POLI inh | -2% | 147%[activator] | -1% | 21% | 8%&0% | 45%[activator]
Apoferritin bind | 0% | u | -4% | 0% | 45%[activator] | x
BLM helicase inh | -4% | -3% | 0% | 0% | -7% | x
RXFP1 antag | -10 | 0 | -2 | -13 | -9 | 9

7: CCOC(=O)N1CCN(C(=O)CSc2ccc(-c3ccccc3)nn2)CC1
8: COCC(C)NC(=O)C1CC(c2cccc(Br)c2)=NO1 (stereo not given)
9: O=C(c1cccc(Cl)c1)N1CCN(CCc2ccncc2)CC1
10: C=CCOc1ccc(Br)cc1/C=N/O
11: CCOC(=O)c1c(/N=C/N(C)C)sc(C)c1C
12: COc1cc2c(C(=O)Nc3cc(OC)c(OC)c(OC)c3)cn(C)c(=O)c2cc1OC
compound no. | 7 | 8 | 9 | 10 | 11 | 12
APE1 inh | -1% | 3% | x | 0% | -2% | x
POLB inh | -8% | 2% | 16% | -2% | 26% | 17%
Pol kappa inh | -9% | -10% | 2% | -8% | 1% | -18%
POLH inh | 5% | 8% | 2% | -18% | -12% | -13%
PGK inhibitor | -4% | -9% | 1% | i | 4% | 4%
POLI inh | 126%[activator] | 16% | -11% | 15% | 49%[activator] | 57%[activator]
Apoferritin bind | -11% | -10% | -9% | -18% | -9% | -2%
BLM helicase inh | -15% | -4% | 0% | -2% | 0% | -11%
RXFP1 antag | 2 | -5 | x | -2 | -2 | -2

13: COc1ccc(Br)cc1CNC(=O)c1cc2n(n1)CCCN(Cc1ccc(C)cc1)C2=O
14: CCC(C)(C)NC(=O)C(c1ccc(OC)cc1)N(C(=O)CCC(=O)Nc1cc(C)on1)c1ccccc1F (stereo not given)
15: CC12CCC(=O)N1C(C(=O)Nc1nc3ccc(F)cc3s1)CS2 (stereo not given)
16: Cn1c(=O)c(C(=O)CSc2nnc(Nc3ccccc3)s2)c(N)n(Cc2ccccc2)c1=O
17: Cc1cc(C)n(-c2nnc(N3CCN(c4ccc(F)cc4)CC3)nn2)n1
18: Cc1cc(O)c(C(c2ccccc2)N2CCC(C)CC2)c(=O)n1Cc1ccco1 (stereo not given)
compound no. | 13 | 14 | 15 | 16 | 17 | 18
APE1 inh | x | 0% | 28% | -1% | -1% | x
POLB inh | 6% | 0% | x | 3% | 35% | -2%
Pol kappa inh | 2%[60.1 µM] | -5% | 6% | -10% | 1% | -16%[60.1 µM]
POLH inh | -3% | u | 3% | -7% | -9% | -10%
PGK inhibitor | 4% | -2% | i | 12% | -7% | 1%
POLI inh | 3% | 118%[activator] | -12% | 25% | 1% | -7%
Apoferritin bind | -1% | u | x | -18% | -13% | -4%
BLM helicase inh | -9% | -3% | x | 0% | 1% | 1%
RXFP1 antag | -4 | -6 | -4 | -8 | -24 | x

19: CCOc1cc(C2Nc3ccccc3NC3=C2C(=O)CC(C)(C)C3)ccc1OC(C)=O (stereo not given)
20: COc1cccc(C(=O)NCCSc2c(C)[nH]c3ccccc23)c1OC
21: CC(C)CCn1c(=O)c2ccccc2n2c(=S)[nH]nc12
22: Cc1ccc2nc3c(cc(C(=O)NCc4ccco4)c(=N)n3Cc3ccco3)c(=O)n2c1
23: N#Cc1ccc2ccn(CC(=O)NCc3ccccc3)c2c1
24: COc1ccc(CCNC(=O)CSc2ccsc2[N+](=O)[O-])c(OC)c1
compound no. | 19 | 20 | 21 | 22 | 23 | 24
APE1 inh | 49%[activator] | -6% | -2% | -5% | 14% | -3%
POLB inh | 1% | -2% | 27% | u | 74% | u
Pol kappa inh | 16% | -7% | -2% | -22% | -6% | -32%
POLH inh | -9% | -5% | -17% | u | 2% | 45µM*
PGK inhibitor | -4% | -6% | i | i | -2% | -1%
POLI inh | -22% | 9% | 46%[activator] | u | 38%[activator] | u
Apoferritin bind | -4% | -11% | -3% | -13% | 1% | -19%
BLM helicase inh | 2% | -8% | 0% | -8% | -7% | -4%
RXFP1 antag | -4 | 12 | -6 | -8 | 15 | -17

25: CCOC(=O)N1CCc2c(sc(NC(=O)c3ccc(S(=O)(=O)N4CCCC4)cc3)c2C#N)C1
26: Cc1nc2c(C)cccn2c1/C(O)=C1\C(=O)C(=O)N(CCN2CCOCC2)C1c1ccncc1 (stereo not given)
27: CC1=C(C(=O)Nc2ccccc2)C(c2ccco2)C(C#N)=C(SCC(N)=O)N1 (stereo not given)
28: CC(NC(=O)c1cccnc1)C(c1cccs1)N1CCN(C)CC1 (stereo not given)
29: CC(C)(C)C(=O)N1CCc2cc(-c3csc(N)n3)ccc21
30: CC(=O)N[C@H]1CSSC[C@@H](C(=O)N2CCC[C@H]2C(=O)N2CCC[C@H]2C(=O)N[C@@H](CCCCN)C(=O)N[C@@H](CC(=O)O)C(N)=O)NC(=O)CNC(=O)[C@H](Cc2c[nH]c3ccccc23)NC(=O)[C@H](CCCNC(=N)N)NC(=O)[C@@H](Cc2ccc3ccccc3c2)NC(=O)[C@H](Cc2cnc[nH]2)NC(=O)[C@H](CCC(=O)O)NC1=O
compound no. | 25 | 26 | 27 | 28 | 29 | 30
APE1 inh | -1% | -3% | 2% | -2% | 14% | -9%
POLB inh | 33% | 1% | u | 20% | -4% | x
Pol kappa inh | -15% | -13% | -7% | -3% | 2% | 15%[60.1 µM]
POLH inh | -22% | -8% | -14% | -10% | -18% | x
PGK inhibitor | -2% | -5% | i | 5% | -2% | x
POLI inh | 27% | -10% | -13% | -13% | -7% | x
Apoferritin bind | -8% | -16% | 32%[activator] | 2% | -15% | 2%
BLM helicase inh | -14% | 1% | -2% | 4% | -7% | 4%
RXFP1 antag | -12 | 15 | 1 | -5 | -15 | x

31: O=C(c1c[nH]c2ccccc12)C(O)C(c1ccccc1)N1CCOCC1 (stereo not given)
32: CCOC(=O)c1[nH]c(C)c(C(=O)NC(C)(C)C)c1C
33: CCOc1ccc2[nH]c(=O)c(CN(CCO)C(c3nnnn3C3CCCCC3)C(C)C)cc2c1 (stereo not given)
34: CC(C)NC(=O)c1cc(-c2cccs2)on1
35: N#Cc1cccc(CSc2ncnc(N)n2)c1
36: Cc1c(C)c2ccc(OC(C)C(=O)NCCCn3ccnc3)c(C)c2oc1=O (stereo not given)
compound no. | 31 | 32 | 33 | 34 | 35 | 36
APE1 inh | -1% | 13% | 12% | 0% | -15% | 38%
POLB inh | 0% | 45% | 25% | 2% | 2% | 0%
Pol kappa inh | -9% | -2% | -3% | 0% | -10% | -3%
POLH inh | -18% | -14% | -8% | 5% | -6% | -15%
PGK inhibitor | -2% | -5% | -4% | -10% | i | 6%
POLI inh | -16% | 17% | 54%[activator] | 2% | 16% | 4%
Apoferritin bind | -5% | -6% | 50%[activator] | -13% | 3% | -7%
BLM helicase inh | 0% | -3% | -4% | -3% | -3% | 4%
RXFP1 antag | -5 | 3 | x | 10 | 32 | -7

37: O=C(Nc1ccc(Cl)cn1)c1cccc(S(=O)(=O)N2CCCC2)c1
38: CN(C)c1cc2c(cc1NC(=O)c1ccccc1Cl)n(C)c(=O)n2C
39: O=C(Nc1ccc(Cl)cc1)Nc1cc([N+](=O)[O-])ccc1F
40: Nc1ncnc2c1ncn2[C@@H]1O[C@H](CNC(=O)[C@@H]2CCN2)[C@@H](O)[C@H]1O
compound no. | 37 | 38 | 39 | 40
APE1 inh | 82%[activator] | 12% | -1% | 24%
POLB inh | 0% | -2% | 4% | x
Pol kappa inh | 1% | 0% | -3% | 13%
POLH inh | -4% | -16% | -22% | -4%
PGK inhibitor | 8% | -5% | -4% | -12%
POLI inh | 102%[activator] | 164%[activator] | 25% | -15%
Apoferritin bind | -12% | -5% | -2% | x
BLM helicase inh | -4% | -1% | -1% | x
RXFP1 antag | -1 | -4 | -8 | x

# Compound activity from PubChem BioAssay.
